Screens from PubChem BioAssay.
OX1R antag-1: OX1R (human) antagonism; O43613; OX1R-expressing cells, FRET antagonist read-out; inhibition, % at 6.6 µM; actives 1.8% (n = 330,000); AID 485270; in the data active = inhibition mostly above about 38%, no sharp cut-off; inactive = mostly below about 40%;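 note: 0% = agonist challenge alone and 100% = reference antagonist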
Target sequence (O43613 whole entry, looked up): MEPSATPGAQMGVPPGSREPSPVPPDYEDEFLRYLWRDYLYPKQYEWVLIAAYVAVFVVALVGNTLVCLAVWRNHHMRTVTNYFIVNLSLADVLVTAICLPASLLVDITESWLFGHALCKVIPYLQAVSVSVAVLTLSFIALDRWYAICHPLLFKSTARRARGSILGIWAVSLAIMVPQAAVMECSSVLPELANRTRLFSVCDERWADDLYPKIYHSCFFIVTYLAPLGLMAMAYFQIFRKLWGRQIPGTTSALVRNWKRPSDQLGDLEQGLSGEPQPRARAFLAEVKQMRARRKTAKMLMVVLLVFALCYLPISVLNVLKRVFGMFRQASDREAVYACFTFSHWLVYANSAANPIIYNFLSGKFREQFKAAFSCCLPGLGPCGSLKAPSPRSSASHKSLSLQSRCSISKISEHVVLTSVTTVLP
OX1R antag-2: antagonists of human orexin 1 receptor; AID 434989; actives 0.43% (n = 330,000); O43613; inhibition, % at 5 µM; CHO/OX1R cells, Fluo-8 calcium fluorescence, orexin A;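 active = inhibition above its plate's threshold, mean inhibition of all tested compounds on the plate plus 3 SD, cut at about 37% in these data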;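 note: 0% = orexin A challenge wells and 100% = SB-334867-A antagonist wells; not every result past the cut was called active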
* marks the source's active call; other numbers are inactive results; & = joins results of further samples.

SMILES	OX1R antag-1	OX1R antag-2
Cc1ccc2oc(C(=O)NCC3CCOCC3)c(C)c2c1	25	-7
O=C(Cn1cnc2c(nnn2Cc2ccc(F)cc2)c1=O)Nc1ccccc1	15	-10
Cc1cc(NC(=O)CS(=O)(=O)c2cn(C)c3ccccc23)no1	3	-14
O=C1NC(=Nc2cccc(O)c2)S/C1=C\c1cccnc1	18	-13
CC1CCCCN1C(=S)NC(=O)c1cccs1 (centres undefined)	17	5
O=C(COC(=O)c1ccc[nH]c1=O)NC1CCCCC1	21	-8
CC(NCC(O)COCc1ccc(Cl)cc1)c1ccccc1 (centres undefined)	4	-26
N/C(=N\OC(=O)CCCCCN1C(=O)c2ccccc2C1=O)c1ccccc1	62*	-9
NNC(=O)c1cccc(COc2ccccc2Br)c1	29	-4
COc1cc(/C=C/C(=O)OCC(=O)NC2CCCCCCC2)ccc1O	7	1

Reformatted: results already given.
Results follow in this order: OX1R antag-1 | OX1R antag-2
> O=C(COC(=O)c1ccc[nH]c1=O)NC1CCCCC1
  21 | -8
> CC(NCC(O)COCc1ccc(Cl)cc1)c1ccccc1 (centres undefined)
  4 | -26
> N/C(=N\OC(=O)CCCCCN1C(=O)c2ccccc2C1=O)c1ccccc1
  62* | -9
> NNC(=O)c1cccc(COc2ccccc2Br)c1
  29 | -4
> COc1cc(/C=C/C(=O)OCC(=O)NC2CCCCCCC2)ccc1O
  7 | 1

A different layout for part of the listing above:
Cc1cc(NC(=O)CS(=O)(=O)c2cn(C)c3ccccc23)no1
  OX1R antag-1: 3	OX1R antag-2: -14

CC1CCCCN1C(=S)NC(=O)c1cccs1 (centres undefined)
  OX1R antag-1: 17	OX1R antag-2: 5

COc1cc(/C=C/C(=O)OCC(=O)NC2CCCCCCC2)ccc1O
  OX1R antag-1: 7	OX1R antag-2: 1

CC(NCC(O)COCc1ccc(Cl)cc1)c1ccccc1 (centres undefined)
  OX1R antag-1: 4	OX1R antag-2: -26

(cont.)
SMILES	OX1R antag-1	OX1R antag-2
Cc1nnc(SCCn2c(Br)nc3c2c(=O)n(C)c(=O)n3C)s1	20	-13
Cc1cccc(NC(=S)NC(=O)c2ccc(-c3ccccc3)cc2)n1	12	-20
Nc1n[nH]c(N)c1N=Nc1ccc(Cl)cc1	11	-9
COc1ccccc1CNC(=O)COC(=O)c1cc2ccccc2o1	8	-17
Cc1cc(C)n2nc(C(=O)NCc3cccc(C(F)(F)F)c3)nc2n1	26	-16
Cc1cccc(NCc2nc(-c3ccccc3)no2)c1	18	-20
O=C1CSc2ccccc2N1Cc1ccc(F)cc1	24	-28
CCCCN1C(=O)C(=O)NC[C@@H]1CCCCN	9	7
CN(C)CCNC(=O)c1cc(Sc2ccc(F)cc2)nc2ccccc12	15	-20
CCc1ccc(S(=O)(=O)Nc2ccc(O)c3c(=O)cc(-c4ccccc4Cl)oc23)cc1	32	-12
O=C(Nc1ccc(Cl)cc1)N1CCC(c2ccccc2)C1 (centres undefined)	20	-15
COc1cccc(-c2nnc3sc(-c4ccccc4)nn23)c1	26	-37
O=C(O)CC1=C(c2ccc(F)cc2)CCC1=O	13	5
C[C@H](CO)N1C[C@H](C)[C@@H](CN(C)S(=O)(=O)c2ccc(F)cc2)Oc2ccc(NC(=O)c3ccncc3)cc2C1=O	3	-19
Cn1c(=N)n(CC(=O)c2ccc(Br)s2)c2ccccc21	22	-20
Cc1ccc(-c2nc3cccnc3s2)cc1NS(=O)(=O)c1ccc2c(c1)OCCO2	19	-25
CCn1c2ccccc2c2cc(N=C3SC(CC(=O)Nc4ccccc4)C(=O)N3C)ccc21 (centres undefined)	8	3
O=C1c2ccccc2C(=O)N1S(=O)(=O)c1ccccc1	18	-4
COC(=O)c1ccc(Sc2ccc(C)cc2)c(N)c1	21	-14
CC(=O)C1=C(c2ccccc2)OC(N)=C(C#N)C1c1ccc(O)cc1 (centres undefined)	21	6
S=C1NC(c2ccccc2)N2C(=S)NC(c3ccccc3)N12 (centres undefined)	9	-1
Cc1cc(C)c2c(=O)[nH]cnc2n1	-1	-6
COC(=O)[C@@H]1C[C@@H]2CC[C@@H](O)C[C@@H]2N1Cc1ccc(C(F)(F)F)cc1	7	-25
Cc1ccc(NC(=O)C2CC(=O)N/C(=N/N=C/c3ccco3)S2)cc1 (centres undefined)	6	-9
C=CCNC(=O)/C(C#N)=C/c1ccc(C(=O)O)cc1	18	-15
CCCc1nnc(SCC(=O)Nc2ccccc2Cl)n1CC1CCCO1 (centres undefined)	4	-50
c1ccn2c(SCc3cn4ccsc4n3)nnc2c1	10	0
C=CCN(CC(O)c1cccc([N+](=O)[O-])c1)C(C)CCc1ccccc1 (centres undefined)	17	-42
Cc1ccc(OCC(=O)NC(=S)Nc2ccc(Br)c(C)n2)cc1	9	6
CCC1(C)Cc2ccccc2-c2c1c(=O)n(Cc1ccccc1)c1nnnn21 (centres undefined)	7	-10
CCOc1nc(-c2ccccc2)ccc1-c1noc(-c2ccncc2)n1	14	-7
CCOC(=O)N1CCN(Cc2nc3c(c(=O)[nH]c(=O)n3C)n2Cc2cc(C)ccc2C)CC1	5	-27
Cc1ccc(NC(=O)C2CCN(C(=O)c3ccccc3C)CC2)nc1	12	-29
O=C(O)c1cccc(Sc2cc(Cl)ccc2C(=O)O)c1	-2	0
COc1ccccc1OCCOCCOc1ccccc1Cl	6	4
c1ccc2c(c1)OCc1cn[nH]c1-2	9	-6
COc1cccc(NC(=O)CSc2nnc(Cn3nnc4ccccc43)n2C)c1	12	-14
Cc1nn(Cc2ccc(C(=O)NC(C)(C)C)o2)c(C)c1Br	40	5
CCn1c(SC)nnc1-c1nn(-c2ccccc2)ccc1=O	10	-10
O=C(Nc1cccc(-c2nnc(-c3ccccc3)o2)c1)C1CCCCC1	20	-17
c1ccc(CC2CCN(Cc3nc(-c4ccccc4)no3)CC2)cc1	1	-14
O=C(NCC(c1ccco1)N1CCCC1)c1ccccc1F (centres undefined)	18	-2
Cn1nc(C(=O)OCCN2C(=O)c3ccccc3C2=O)c2ccccc2c1=O	8	-19
O=C(CSc1ccc2c(c1)OCCO2)Nc1ccc(Br)cn1	9	-34
Cc1ccc(S(=O)(=O)N(C)C)cc1NC(=O)COC(=O)/C=C/c1cnc2ccccc2n1	17	-38
O=C(/C=C/c1c(Cl)cccc1Cl)NCCCn1ccnc1	-2	-23
COc1ccc(S(=O)(=O)N(CC(=O)NN=C2CCN(C)CC2)c2ccc(C)cc2)cc1OC	-12	-35
S=C(NCc1ccco1)N1CCN(Cc2ccco2)CC1	6	-12
COc1ccc(N(C(=O)c2ccncc2)S(=O)(=O)c2cccs2)cc1	9	-16
CN(C)CCC(c1ccc(Cl)cc1)c1ccccn1 (centres undefined)	6&5&15	-16&-13&-14
Continuation:
SMILES	OX1R antag-1	OX1R antag-2
CCC(C)c1ccc(NC(=O)C2CCN(c3ncccn3)CC2)cc1 (centres undefined)	14	-10
COC(=O)Cn1c(CN2CCOCC2)nc2c1c(=O)[nH]c(=O)n2C	18	-4
CCc1nc(-c2ccccc2)c2ccccn12	50	-20
Nc1cc(Cl)ccc1N1CCOCC1	20	-26
COc1ccccc1C(=O)COC(=O)c1ccc(Cl)nc1	2	-21
Cc1c(Cl)cccc1NC(=O)CCNC(=O)N1CC(=O)Nc2ccccc21	-1	-5
O=C(CN1C(=O)NC2(CCCC2)C1=O)Nc1cc(Cl)ccc1N1CCOCC1	12	-22
CS(=O)(=O)N1CCN(c2c(Cl)cccc2[N+](=O)[O-])CC1	11	-22
COc1ccc(/C=C/C(=O)OCC(=O)Nc2cc3oc4ccccc4c3cc2OC)cc1	6	-24
O=C(CN1c2cccc3cccc(c23)S1(=O)=O)N1CCCCC1	13	-2
CCOC(=O)[C@H]1[C@H]2COc3ccc(Br)cc3[C@@H]2N2C(=O)N(c3ccccc3)C(=O)[C@@]12C	11	-30
c1ccc2nc3c(nc2c1)[nH]c1ccccc13	82*	-3
COc1ccccc1NS(=O)(=O)c1ccc(C(=O)N2CCN(c3ccccn3)CC2)cc1	23	20
O=C(CCC(=O)c1cccs1)NCC(c1ccc(F)cc1)N1CCOCC1 (centres undefined)	-2	-28
COc1cccc(/C=c2\s/c(=C/C(=O)c3ccc(C)cc3)[nH]c2=O)c1OC	9	-22
CCN(C(=O)CSc1nc2ccc(Cl)cc2[nH]1)C1CCS(=O)(=O)C1 (centres undefined)	6	-24
COc1ccc(CNC(=O)COC(=O)c2cc(C)nc3ccccc23)cc1	11	-14
CCCC(C)C(=O)Nc1ccc(S(N)(=O)=O)cc1 (centres undefined)	10	5
CCOC(=O)C1=C(C)NC(=O)CC1c1cc2c(cc1Br)OCO2 (centres undefined)	18	-16
CN1C[C@@H]2C(c3ccc(Cl)nc3)C3(c4ccccc4)CC2(C3)[C@H]1c1ccccc1 (some centres undefined)	19	-15
c1ccc2c(c1)nc1n2CN(Cc2ccc3c(c2)OCO3)CN1	5	-4
C=C(C)CSc1nc2ccccc2[nH]1	11	-1
CC1=C(C(=O)Nc2ccccc2F)C(c2ccsc2)C2=C(CC(c3ccccc3)CC2=O)N1 (centres undefined)	23	-32
CCCCC(O)(CCCC)C(=O)NN(C(=O)CCl)c1ccccc1	2	-9
O=C(Oc1ccccc1)N(c1ccccc1)c1ccccc1	12	-10
O=C(CS(=O)CC(=O)Nc1ccccc1-c1ccccc1)Nc1ccc(F)cc1 (centres undefined)	19	-4
COc1ccccc1CN1C[C@@H]2C[C@@H](C3=Cc4cccc(OC)c4OC3)N3CCC[C@@]23C1=O	32	-35
COc1ccc(CC(=O)NC(C)c2nnc(SCC(=O)Nc3ccccc3F)n2C)cc1 (centres undefined)	9	-23
O=C(CSc1nnc(-c2ccccn2)n1-c1ccccc1)Nc1ccc2c(c1)OCO2	17	-33
CCOC(=O)c1[nH]c2ccccc2c1NC(=O)c1ccc(Br)o1	99*	101*
Cc1c(C(=O)C(=O)NCC2CCCO2)c2ccccc2n1C (centres undefined)	16	-14
O=C(C1CC1)N(CCN(C(=O)C1CC1)c1ccccc1)c1ccccc1	25	-32
Cc1ccc(Oc2ncc(CN3CC(C)OC(C)C3)s2)cc1 (centres undefined)	4	-17
COc1ccc(-n2c(C)cc(-c3cn4cccc(C)c4n3)c2C)cc1	4	-24
Cc1ccc(C(CC(=O)c2ccc(Cl)cc2)C(=O)O)cc1 (centres undefined)	11	-7
O=C(CC1CCCC1)N1CCCC(Nc2ccc(F)cc2)C1 (centres undefined)	32	-18
Cc1ccc(NC(=O)COC(=O)c2ccc3c(c2)OCCO3)cc1S(=O)(=O)N1CCOCC1	2	-26
O=C(CC1S/C(=N/N=C2CCCCCC2)NC1=O)Nc1ccc(Br)cc1F (centres undefined)	1	-35
COc1ccc(N(CCN2C(=O)c3ccccc3C2=O)C(=O)c2cccc([N+](=O)[O-])c2)cc1	26	-41
O=C(CN(C(=O)c1csnn1)c1ccc(F)cc1)NCc1ccc(F)cc1	11	-30
Cc1cc(C)cc(NC(=O)C(OC(=O)C2=COCCO2)c2ccccc2)c1 (centres undefined)	18	-7
O=C1NCC(COCC2CC=CCC2)O1 (centres undefined)	9	-9
O=C(O)c1ccc(CSc2ncn[nH]2)cc1	6	-6
O=C(NCCc1csc(-c2ccccc2)n1)c1ccccc1F	31	-8
Cc1cc(C(F)(F)F)nn1Cc1n[nH]c(=S)n1Cc1ccccc1	17	-18
COc1ccc(C(CC(=O)N2CCN(c3ccccc3)CC2)c2c(OC)cc(OC)c3ccc(=O)oc23)cc1 (centres undefined)	18	-25
O=C(CCN1CCOCC1)c1ccc(Br)cc1	5	-18
CN1/C(=C\C(=O)Nc2ccc(Br)cc2)C(C)(C)c2ccccc21	28	-21
CS(=O)(=O)N1CCN(c2ccccc2NC(=O)c2cccnc2)CC1	19	-23
CCOc1ccc(-n2ccnc2SCC(=O)NCc2ccc3c(c2)OCO3)cc1	12	-6
Later entries.
SMILES	OX1R antag-1	OX1R antag-2
COc1ccccc1C(=O)N/N=C/C(C)=C/c1ccccc1	27	-2
CCCCc1c(C)c2cc(C)ccc2[nH]c1=O	20	-29
CN(C)/C=C1/OC(=O)C(C#N)=C1c1ccc(Cl)cc1	17	1
CCCCN1C(=O)NC2NC(=O)NC21 (centres undefined)	9	-3
COc1ccccc1N1CCN(C2CCCN(C(=O)Cn3cccn3)C2)CC1 (centres undefined)	13	-17
COc1cccc(/C=N/NC(=O)CNC(=O)C(c2ccccc2)c2ccccc2)c1O	39	-41
O=C(CSc1nnc(CNc2ccc(F)cc2)o1)N1CCN(C(=O)c2ccco2)CC1	10	-3
CC1(C)Cc2cccc(Oc3ccc(S(=O)(=O)N4CCCC4)cn3)c2O1	10	-28
